Screens (PubChem)
TexasRed fluor = Total Fluorescence Counterscreen for Inhibitors of the Interaction of Thyroid Hormone Receptor and Steroid Receptor Coregulator 2; AID 1479, 2009; TRb/SRC2 Texas Red total fluorescence interference; 280,000 tested, 0.29% active; Potency, µM (doses to about 106 µM), without a hit: at the highest dose fluorescence change, negative = quenching; active means well fitted curve in either direction with a large enough effect; inconclusive means small, poorly fitted or top-dose-only effect
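Flags fluorescent or light-absorbing compounds by total fluorescence, S + 2P, at 555 nm excitation and 632 nm emission. Mixture: 20 nM Texas Red SRC2 peptide, 0.6 uM human TRb LBD, 1 uM T3, 5% DMSO; compound exposure 5 h at ambient temperature.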
JMJD2E inh = qHTS Assay for Inhibitors of Human Jumonji Domain Containing 2E (JMJD2E); Lysine-specific demethylase 4E (Homo sapiens), B2RXH2; JMJD2E catalytic domain, FDH-coupled NADH fluorescence (FDH is formaldehyde dehydrogenase); Potency, µM (top dose mostly 57.1 µM), for the others: at the highest dose activity change, negative = inhibition, hits mostly inhibitors; 230,000 tested, 1.6% active; AID 2147, 2009; active means well fitted inhibition curve with a large enough effect, not every such curve was filed as active; inconclusive means small, poorly fitted or top-dose-only effect, or another doubt; inactive means no such curve, though single readings can be large or run the other way;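 further: 0% = wells with enzyme and -100% = buffer wells without enzyme; nearly all actives have a fitted effect of over 50% in size; many of its hits are not listed in these tables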
Tau fibril ThT = qHTS for Inhibitors of Tau Fibril Formation, Thioflavin T Binding; Microtubule-associated protein tau (Homo sapiens), P10636; recombinant tau K18 P301L (four-repeat tau fragment), heparin-induced fibrillization, ThT fluorescence; Potency, µM (titrated, usually from 57.4 µM), for the others: at the top dose activity, negative = inhibition, usual class: inhibitors; 270,000 tested, 2.1% active; AID 1460, 2008; further: nearly all actives have a fitted effect of over 55% in size
Target sequence (P10636 561-689 P618L limits assumed): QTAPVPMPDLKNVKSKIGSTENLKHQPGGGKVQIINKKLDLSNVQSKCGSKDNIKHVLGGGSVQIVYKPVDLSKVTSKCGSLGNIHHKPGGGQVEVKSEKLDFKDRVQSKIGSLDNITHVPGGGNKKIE
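Heparin-induced fibrillization of the P301L-mutant K18 repeat-domain fragment of human tau was followed by ThT binding in quantitative high-throughput format.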
RGS12 GoLoco inh = qHTS Assay for Inhibitors of RGS12 GoLoco Motif Activity (Red Fluorophore); AID 880, 2007; 230,000 tested, 0.44% active; Guanine nucleotide-binding protein G(i) subunit alpha-1 (Homo sapiens), P63096; Potency, µM (series often up to 61.6 µM), for inactives: top-dose activity, negative = inhibition, actives largely listed as inhibitors; Gai1:RGS12 GoLoco peptide FP, rhodamine, 10 min; active means well fitted inhibition curve with a large enough effect, not every such curve was filed as active; inactive means no such curve, though single readings can be large or run the other way; further: nearly all actives have a fitted effect of over 30% in size; many of its hits are not listed in these tables
TRb-SRC2 inh = qHTS for Inhibitors of the Interaction of Thyroid Hormone Receptor and Steroid Receptor Coregulator 2; Thyroid hormone receptor beta (Homo sapiens), P10828; TRbeta-SRC2 peptide binding, fluorescence polarization; receptor liganded with 1 µM T3; Potency, µM (highest dose often 106 µM), for the others: top-dose activity change, negative = inhibition, usual class: inhibitors; 280,000 tested, 0.065% active;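 further: plate controls were bound peptide for no effect and peptide without receptor for full effect; nearly all actives have a fitted effect of over 50% in size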
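Read-out is fluorescence polarization (555 nm excitation, 632 nm emission) of a Texas Red SRC2 coactivator peptide; loss of signal reflects blocked binding to human TRb ligand-binding domain in the presence of 1 uM T3.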
Tau fibril FP = qHTS for Inhibitors of Tau Fibril Formation, Fluorescence Polarization; 280,000 tested, 0.39% active; K18 P301L tau heparin fibrillization, Alexa594 FP, 6 h; Potency, µM (highest dose often 57.7 µM), without a hit: top-dose activity, negative = inhibition, actives largely listed as inhibitors; AID 1468, 2008; further: nearly all actives have a fitted effect of over 55% in size
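Human tau K18 […] P301L fragment, 15 uM unlabeled plus 0.24 uM Alexa 594-labeled tau (final), with compound and 20 uM heparin in 100 mM sodium acetate pH 7; 6 hr at 37 C, then Alexa 594 FP read.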
L3MBTL1 inh = qHTS Assay for the Inhibitors of L3MBTL1; Lethal(3)malignant brain tumor-like protein 1 (Homo sapiens), Q9Y468; AlphaScreen L3MBTL1–H3K9me1 peptide binding; Potency, µM (doses to about 57.1 µM), inactives show at the top dose activity, negative = inhibition, actives largely listed as inhibitors; 230,000 tested, 0.66% active; AID 485360, 2010; further: nearly all actives have a fitted effect of over 60% in size
Target sequence (Q9Y468 whole entry, looked up): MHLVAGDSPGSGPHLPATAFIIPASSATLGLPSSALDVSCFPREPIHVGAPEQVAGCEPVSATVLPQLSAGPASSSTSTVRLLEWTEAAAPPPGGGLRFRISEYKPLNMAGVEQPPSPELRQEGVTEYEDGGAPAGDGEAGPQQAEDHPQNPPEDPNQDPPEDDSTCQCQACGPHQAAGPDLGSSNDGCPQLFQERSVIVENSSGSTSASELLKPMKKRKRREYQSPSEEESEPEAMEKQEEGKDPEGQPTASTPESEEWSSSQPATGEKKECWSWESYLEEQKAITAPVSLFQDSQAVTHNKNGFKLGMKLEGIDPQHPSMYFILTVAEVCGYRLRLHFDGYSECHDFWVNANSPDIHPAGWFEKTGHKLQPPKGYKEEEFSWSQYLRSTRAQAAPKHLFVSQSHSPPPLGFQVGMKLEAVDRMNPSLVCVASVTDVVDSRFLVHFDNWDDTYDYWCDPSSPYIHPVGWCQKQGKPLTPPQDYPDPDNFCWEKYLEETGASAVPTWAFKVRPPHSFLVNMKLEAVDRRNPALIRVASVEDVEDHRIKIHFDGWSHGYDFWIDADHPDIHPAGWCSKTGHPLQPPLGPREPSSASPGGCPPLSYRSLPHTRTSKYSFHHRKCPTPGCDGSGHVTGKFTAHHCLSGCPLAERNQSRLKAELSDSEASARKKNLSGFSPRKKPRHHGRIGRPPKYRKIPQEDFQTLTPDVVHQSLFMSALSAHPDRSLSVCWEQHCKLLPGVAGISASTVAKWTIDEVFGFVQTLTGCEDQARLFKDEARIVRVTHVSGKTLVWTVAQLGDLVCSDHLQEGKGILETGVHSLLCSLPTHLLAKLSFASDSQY
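First, the protein-peptide complex forms for 30 min at room temperature (L3MBTL1 50 nM, biotinylated H3K9me1 peptide 75 nM). Next, compounds are pin-transferred and incubated 30 min. Finally, AlphaScreen beads are added and read after 30 min.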
RECQ1 inh = qHTS Assay for Inhibitors of RecQ-Like Dna Helicase 1 (RECQ1); ATP-dependent DNA helicase Q1 (Homo sapiens), P46063; RECQ1 DNA unwinding, red fluorescence kinetic read; Potency, µM (top dose mostly 57.3 µM), for the others: at the highest dose activity, negative = inhibition, most hits filed as inhibitors; 240,000 tested, 0.54% active; AID 2549, 2010;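 further: plate controls were vehicle for no effect and no enzyme for full effect; nearly all actives have a fitted effect of over 30% in size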
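RECQ1T1 50 nM; forked duplex (20 bp + 30-nt ss tails) 200 nM, ATP 2 mM final; pH 8.0, 2 mM MgCl2, 2.5 ug/ml poly(dI-dC); 15 min compound preincubation; discontinuous kinetic read over 2 h at RT.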
The depositor's hits bear a star; i = inactive; u = inconclusive; x = not tested or not shown; [ ] = another dose, or the depositor's remark. Unless noted, the call rests on the fitted dose curve; in most records, active means well fitted curve in the direction sought with a large enough effect; inconclusive means small, poorly fitted or top-dose-only effect, or another doubt; inactive means no such curve, though single readings can be large; an effect the other way counts as inactive or inconclusive. Unless noted, on the % scale 0 is the no-effect control and ±100 the full control effect; potency means the concentration at half of the fitted maximal effect. Some of the compounds tested; count on the stated rates, not on these rows.

molecule | TexasRed fluor | JMJD2E inh | Tau fibril ThT | RGS12 GoLoco inh | TRb-SRC2 inh | Tau fibril FP | L3MBTL1 inh | RECQ1 inh
O=C(CSc1nc(-c2ccccc2)cs1)NCc1ccco1 | 0% | -3% | -11% | -1% | -19% | -3% | -4% | -5%
CCCCCOc1ccc(N2C(=O)C(C)CNC2=S)cc1 (centres undefined) | -1% | 8% | -3% | 11% | 1% | -8% | 5% | 5%
CC(C)(C)NC(=O)NC(=O)COC(=O)Cc1ccc(Cl)cc1Cl | 1% | u | -4% | 0% | 1% | 7% | -26% | -17%
CC(=O)c1ccc(NC(=O)COC(=O)c2ccccc2N=Nc2ccc(N(C)C)cc2)cc1 | -2% | 6% | 10% | -6% | 17% | 4% | u | -2%
N#CCC(=O)NCC1(c2ccccc2)CCCC1 | 0% | 7% | -2% | -9% | -1% | 1% | 4% | 10%
CCOc1ccccc1CNC(=O)CN(c1ccc(C)cc1)S(=O)(=O)N(C)C | 5% | x | 3% | x | -2% | 1% | x | x
Cc1ccc(S(=O)(=O)/C(C#N)=C/c2ccccc2OCc2ccccc2)cc1 | 17% | u | -6% | 15% | 19% | 8% | 3% | u
O=C(C1=C(c2ccccc2)C(=O)c2ccccc2C1=O)c1ccccc1 | 4% | -3% | -1% | -1% | -2% | 5% | u | -3%
O=C(COC(=O)c1ccccc1NC(=O)c1ccco1)NCc1ccc2c(c1)OCO2 | -4% | u | 6% | 6% | 3% | -6% | 2% | 4%
N#Cc1ncc(C(F)(F)F)cc1Sc1ccccc1N | -1% | -5% | -9% | -14% | -14% | -1% | x | -10%
O=C1COc2ccc(-c3csc(NCC4CCCO4)n3)cc2N1 (centres undefined) | -1% | 3% | -17% | 5% | 0% | 5% | 9% | -13%
CC1CCCN(C(=S)NC2CCCC2)C1 (centres undefined) | -4% | -2% | -4% | 7% | -3% | -3% | -1%[11.4 µM] | -3%
COC(=O)c1sccc1NC(=O)C1CC2CCC1C2 (centres undefined) | 1% | -2% | 0% | 14% | -5% | 2% | 5%[11.4 µM] | i
O=C1CC(c2cc(F)ccc2F)c2cc3c(cc2N1)CCC3 (centres undefined) | -4% | 5% | 1% | 5% | -9% | 6% | -13% | 12%
CCn1c(C)nc2cc(C(=O)NNC(=S)Nc3ccc(Cl)cc3)ccc21 | -2% | -12% | u | 79%[activator] | 3% | 6% | x | i
CC(=O)Nc1ccc(NC(=O)Nc2ccccc2C)cc1 | -3% | -6% | -8% | 6% | 6% | 10% | 6% | i
CCSc1cc(N2CCCC2)nc(-c2cccc(C)c2)n1 | -2% | 4% | 3% | 1% | -5% | 3% | 4% | 1%
COC(=O)CSC1=C(C#N)C(c2ccsc2)CC(=O)N1 (centres undefined) | -1% | -3% | -8% | 7% | -5% | -4% | -5% | -5%
CC(NC(=O)Cc1cccs1)c1ccc2c(c1)OCO2 (centres undefined) | -2% | 0% | -14% | -1% | -2% | 1% | x | i
O=C(CCN1C(=O)COc2ccccc21)NCCC1=CCCCC1 | -1% | 1% | -8% | 11% | 1% | 4% | 5% | -1%
COc1ccc(S(=O)(=O)NCc2ccc3c(c2)CCN3C(C)=O)cc1OC | -1% | x | 2% | x | -4% | 4% | x | x
COc1ccccc1C(=O)Nc1ccccc1OCc1cc(=O)n2cc(C)sc2n1 | -1% | x | -7% | x | 2% | -7% | x | x
COc1ccccc1/C=N/NC(=O)CC(=O)Nc1ccc(Cl)c(Cl)c1 | -1% | 2% | -18% | 11% | 5% | u | 2% | -15%
O=C(OCC(=O)c1cccs1)c1cccc(C(=O)OCC(=O)c2cccs2)n1 | 4% | 6% | -12% | 0% | -3% | -2% | -4% | i
CCCCNC(=O)O/N=C(\N)CS(=O)(=O)C(C)(C)C | -3% | -1% | -5% | 4% | 0% | -4% | 0% | -12%
Cc1ccc(N2CCN(/N=C/c3ccccc3)CC2)cc1 | 1% | -5% | u | 9% | -1% | 10% | -11% | -10%
COc1ccccc1CNC(=O)/C=C/c1cc2c(cc1Br)OCO2 | -2% | 8% | 6% | -15% | u | -1% | -5% | i
Cc1ccc(C)c(S(=O)(=O)Nc2ccc(C(=O)NCCc3ccccn3)cc2)c1 | -3% | -1% | -9% | 3% | -11% | -11% | -20% | i
CC(=O)O/N=C/c1c(Cl)n(C)c2ccccc12 | -1% | -1% | -1% | 7% | -7% | 9% | 1% | -1%
O=C(NCCO)c1ccc2c(c1)S(=O)(=O)c1ccccc1C2=O | -3% | -1% | -9% | 1% | 3% | 6% | x | i

Single records, from the list above. Values in the order: TexasRed fluor, JMJD2E inh, Tau fibril ThT, RGS12 GoLoco inh, TRb-SRC2 inh, Tau fibril FP, L3MBTL1 inh, RECQ1 inh
Profile of `CC(=O)Nc1ccc(NC(=O)Nc2ccccc2C)cc1` : -3%, -6%, -8%, 6%, 6%, 10%, 6%, i
Profile of `N#CCC(=O)NCC1(c2ccccc2)CCCC1` : 0%, 7%, -2%, -9%, -1%, 1%, 4%, 10%

(more compounds)
molecule | TexasRed fluor | JMJD2E inh | Tau fibril ThT | RGS12 GoLoco inh | TRb-SRC2 inh | Tau fibril FP | L3MBTL1 inh | RECQ1 inh
CC(C)(C)c1ccc(C(=O)NC(=S)NCc2cccnc2)cc1 | 0% | 7% | -1% | -1% | -1% | 1% | -12% | -6%
CN1C(=O)Cc2cc(S(=O)(=O)CCC(=O)N3CCN(c4cccc(Cl)c4)CC3)ccc21 | 2% | x | u | x | -8% | -3% | x | x
COc1cccc(CCNC(=O)CC2C(=O)NCCN2Cc2ccc(Cl)c(F)c2)c1 (centres undefined) | -1% | u | -13% | 13% | -4% | 4% | 3% | 2%
N=C(N)SCCc1ccc(OCc2ccc([N+](=O)[O-])cc2)cc1 | -1% | -1% | u | 5% | 3% | -6% | x | u
COc1cccc(C(=O)/C=C/Nc2cccc(O)c2)c1 | 0% | 1% | u | 9% | 9% | 8% | x | -17%
CSCC[C@H](NC(=O)OC(C)(C)C)C(=O)N1CCC(C(=O)N[C@H](C(=O)O)C(C)C)CC1 | 0% | -6% | 6% | 5% | 7% | 1% | 4% | 9%
OCCSc1nnc(Nc2ccccc2)s1 | -1% | 1% | -2% | -1% | 5% | 4% | -8% | -7%
Cc1cc(NC(=O)CCN2C(=O)C3C4C=CC(C4)C3C2=O)ccc1Br (centres undefined) | -2% | -2% | -5% | 11% | 4% | -15% | -16% | i
Cc1cc(C)c(-c2csc(-c3cc4ccccc4oc3=O)n2)cc1C | -32% | x | u | x | -3% | u | x | x
CCCCc1nnc(NC(=O)CSc2nc(=O)cc(N)n2-c2ccccc2)s1 | 0% | 7% | 9% | -8% | -4% | 1% | 9% | -16%
Cn1c2ccccc2c2cc(C(=O)N3CCOCC3)sc21 | -7% | u | u | -14% | 1% | -7% | -9% | -1%
Cc1cc(=O)[nH]c(SCc2cc(=O)n3nc(C)sc3n2)n1 | 1% | -6% | 4% | 9% | -21% | 0% | x | -4%
CCC(C(=O)Nc1nccs1)c1ccccc1 (centres undefined) | 1% | 12% | 9% | 1% | -5% | -1% | 2% | i
Cc1nc(-c2ccccc2)sc1C(=O)/C=C/c1ccccc1 | -2% | -7% | u | -12% | 0% | 0% | -2% | -5%
Cc1ccc(Cn2c(=N)c(C#N)cc3c(=O)n4cccc(C)c4nc32)cc1 | -2% | u | -4% | 23% | -6% | -3% | -5% | i
COc1ccccc1N1C(N)=NC(N)=NC1(C)C | 0% | 3% | 1% | -6% | 2% | -3% | 4% | -5%
Cn1cccc1CC(=O)NNC(=O)Nc1ccc(F)cc1 | 3% | 3% | -6% | 2% | 8% | 0% | -2% | -7%
Nc1ccc(-n2nncc2-c2ccc(Cl)cc2)cc1 | 0% | -1% | -3% | 4% | 1% | 3% | x | i
COc1ccc(S(=O)(=O)N2CCC(C(=O)Nc3c(F)cccc3F)CC2)cc1 | -2% | 7% | 0% | 3% | 4% | 8% | 11% | -1%
COc1ccccc1C(=O)N(Cc1ccco1)C1CCS(=O)(=O)C1 (centres undefined) | 4% | -2% | -9% | -9% | -12% | -1% | x | i
CCC(C)(C)n1nnnc1C(c1ccccc1)N1CCN(Cc2ccccc2)CC1 (centres undefined) | -1%[53 µM] | -14% | -10% | 12% | 8%[53 µM] | -6% | -10% | i
Cc1noc(/C=C/N(C)C)c1S(=O)(=O)N1CCCC(C(=O)Nc2cccc(F)c2)C1 (centres undefined) | -1% | x | -19% | x | -5% | -2% | x | x

Of the compounds above, 7 have a Cl atom.
molecule | TexasRed fluor | JMJD2E inh | Tau fibril ThT | RGS12 GoLoco inh | TRb-SRC2 inh | Tau fibril FP | L3MBTL1 inh | RECQ1 inh
CC(C)(C)NC(=O)NC(=O)COC(=O)Cc1ccc(Cl)cc1Cl | 1% | u | -4% | 0% | 1% | 7% | -26% | -17%
CCn1c(C)nc2cc(C(=O)NNC(=S)Nc3ccc(Cl)cc3)ccc21 | -2% | -12% | u | 79%[activator] | 3% | 6% | x | i
COc1ccccc1/C=N/NC(=O)CC(=O)Nc1ccc(Cl)c(Cl)c1 | -1% | 2% | -18% | 11% | 5% | u | 2% | -15%
CC(=O)O/N=C/c1c(Cl)n(C)c2ccccc12 | -1% | -1% | -1% | 7% | -7% | 9% | 1% | -1%
CN1C(=O)Cc2cc(S(=O)(=O)CCC(=O)N3CCN(c4cccc(Cl)c4)CC3)ccc21 | 2% | x | u | x | -8% | -3% | x | x
COc1cccc(CCNC(=O)CC2C(=O)NCCN2Cc2ccc(Cl)c(F)c2)c1 (centres undefined) | -1% | u | -13% | 13% | -4% | 4% | 3% | 2%
Nc1ccc(-n2nncc2-c2ccc(Cl)cc2)cc1 | 0% | -1% | -3% | 4% | 1% | 3% | x | i
